USP17 inh – inhibitors of human USP17 deubiquitinase. Ubiquitin carboxyl-terminal hydrolase 17-like protein 5 (Homo sapiens), A8MUK1. inhibition, % at 50 µM. hit rate 6.5% among 47,000. purified USP17, Ub-rhodamine cleavage fluorescence, 3 h. AID 1645855, 2021
USP28 inh – inhibitors of human USP28 deubiquitinase. purified USP28, Ub-rhodamine cleavage fluorescence, 30 min. AID 1645857, 2021. inhibition, % at 25 µM. Ubiquitin carboxyl-terminal hydrolase 28 (Homo sapiens), Q96RU2. hit rate 3% among 47,000
Target sequence (Q96RU2 whole entry, looked up): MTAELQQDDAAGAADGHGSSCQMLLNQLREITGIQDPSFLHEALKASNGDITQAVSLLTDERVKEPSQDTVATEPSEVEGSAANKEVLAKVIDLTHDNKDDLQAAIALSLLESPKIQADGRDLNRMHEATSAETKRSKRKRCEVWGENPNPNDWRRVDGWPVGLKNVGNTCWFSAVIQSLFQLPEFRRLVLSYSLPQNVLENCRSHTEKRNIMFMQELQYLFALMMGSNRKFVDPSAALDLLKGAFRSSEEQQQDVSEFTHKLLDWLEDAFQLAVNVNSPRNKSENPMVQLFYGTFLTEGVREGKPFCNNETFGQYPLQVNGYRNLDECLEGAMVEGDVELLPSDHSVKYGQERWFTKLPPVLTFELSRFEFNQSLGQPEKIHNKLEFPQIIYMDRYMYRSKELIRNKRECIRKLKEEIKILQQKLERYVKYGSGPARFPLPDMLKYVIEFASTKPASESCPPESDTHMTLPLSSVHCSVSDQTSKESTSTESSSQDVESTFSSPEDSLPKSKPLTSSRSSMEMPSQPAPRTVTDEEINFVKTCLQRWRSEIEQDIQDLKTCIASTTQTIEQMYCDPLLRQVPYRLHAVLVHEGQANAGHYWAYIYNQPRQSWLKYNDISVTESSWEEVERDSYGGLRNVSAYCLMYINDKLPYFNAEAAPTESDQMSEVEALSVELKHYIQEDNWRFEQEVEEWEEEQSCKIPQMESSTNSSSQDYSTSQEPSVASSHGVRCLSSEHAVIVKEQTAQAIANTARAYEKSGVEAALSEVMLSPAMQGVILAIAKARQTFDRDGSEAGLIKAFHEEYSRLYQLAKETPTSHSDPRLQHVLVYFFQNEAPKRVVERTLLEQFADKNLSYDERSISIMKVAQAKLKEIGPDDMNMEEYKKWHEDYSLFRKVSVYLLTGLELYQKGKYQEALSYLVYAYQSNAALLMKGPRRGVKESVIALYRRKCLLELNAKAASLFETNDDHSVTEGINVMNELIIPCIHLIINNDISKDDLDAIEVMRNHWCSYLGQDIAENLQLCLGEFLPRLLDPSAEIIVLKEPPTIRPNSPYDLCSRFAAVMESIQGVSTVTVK
OTUD3 block – inhibitors of human OTUD3 deubiquitinase; inhibition, % at 25 µM; OTU domain-containing protein 3 (Homo sapiens), Q5T2D3; hit rate 0.7% among 47,000; purified OTUD3, Ub-rhodamine fluorescence, 2 h
USP7 block – inhibitors of human USP7 deubiquitinase; purified USP7, Ub-rhodamine cleavage fluorescence; inhibition, % at 20 µM; hit rate 0.3% among 47,000
USP30 block – inhibitors of human USP30 deubiquitinase. Ubiquitin carboxyl-terminal hydrolase 30 (Homo sapiens), Q70CQ3. purified USP30, Ub-rhodamine cleavage fluorescence. inhibition, % at 25 µM. hit rate 5.3% among 47,000
UCHL1 inh – inhibitors of human UCHL1 deubiquitinase | AID 1645859, 2021 | inhibition, % at 20 µM | purified UCHL1, Ub-rhodamine cleavage fluorescence | hit rate 0.2% among 47,000 | Ubiquitin carboxyl-terminal hydrolase isozyme L1 (Homo sapiens), P09936
USP8 inh – inhibitors of human USP8 deubiquitinase | purified USP8, Ub-rhodamine cleavage fluorescence, 30 min | inhibition, % at 20 µM | hit rate 4.2% among 47,000
USP10 inh – inhibitors of human USP10 deubiquitinase | purified USP10, Ub-rhodamine fluorescence, 60 min | inhibition, % at 20 µM | hit rate 1.1% among 47,000
Numbers without * were called inactive; . = not tested or not shown. Rule as the data show it: active = inhibition above about 30%; inactive = the rest. Hits appear at their usual frequency (roughly 13% active in at least one column).

SMILES	USP17 inh	USP28 inh	OTUD3 block	USP7 block	USP30 block	UCHL1 inh	USP8 inh	USP10 inh
Cc1ccc(C(=O)NCC(c2ccccc2Cl)c2c[nH]c3ccccc23)cc1 (stereo unspecified)	18	12	5	14	22	8	11	4
O=C(CC1C(=O)Nc2nc(-c3ccccc3)nn21)Nc1ccc(Cl)c(C(F)(F)F)c1 (stereo unspecified)	-4	-3	-2	3	-8	7	-3	15
CC(C(=O)Nc1ccc2c(c1)OCCO2)N1CCN(c2ccc([N+](=O)[O-])cc2)CC1 (stereo unspecified)	5	2	7	-29	18	2	-49	-3
Cc1cccc(OC(C)(C)C(=O)N2CCc3nnc(C4CCCN4)n3CC2)c1C (stereo unspecified)	-11	29	-8	0	-6	-1	-59	1
COc1ccccc1C(=O)N1CCC2(CC1)CO[C@@H]1c3ccccc3OC(C)(C)[C@H]1C2	-6	-5	-8	0	2	3	-3	0
COc1ccc(NC(=O)COC(=O)Cn2cnc3ccccc32)cc1Cl	-10	25	-3	0	-4	-2	-4	0
COc1ccc(C(=O)N(Cc2ccco2)Cc2ccco2)cc1Cl	4	3	2	-7	-2	1	-4	4
CS(=O)(=O)c1ccc(-c2nnc(NC(=O)c3ccco3)o2)cc1	6	9	10	4	10	0	-2	2
O=C(Nc1ccc(-c2noc(CCc3ccccc3)n2)cc1)c1ccccc1F	10	9	5	9	1	5	7	11
O=C(NCCc1nc(-c2ccncc2)n[nH]1)c1cccc2cccnc12	-15	.	-1	-2	.	-4	-5	-1

Next part
SMILES	USP17 inh	USP28 inh	OTUD3 block	USP7 block	USP30 block	UCHL1 inh	USP8 inh	USP10 inh
Cc1ncsc1-c1cc(C(=O)N2CCC[C@]3(C)NC(=O)CCC[C@H]23)ccn1	-2	-5	0	-1	-30	-1	9	-6
CC(NC(=O)CCc1nc2sc3c(c2c(=O)[nH]1)CCCCC3)c1ccccc1 (stereo unspecified)	-18	-46	-29	-21	-157	-2	3	-8
O=C(Nc1ccccc1-c1nc2ccccc2[nH]1)c1ccc(Br)cc1	-12	-10	-4	2	-7	-3	11	4
O=C(COc1cccnc1[N+](=O)[O-])N1CCC(Cc2ccccc2)CC1	-14	-4	-1	-22	26	0	-61	-2
CSc1ccc([N+](=O)[O-])cc1-c1ccn[nH]1	-18	-2	1	-13	-7	-2	2	4
Fc1cccc(Nc2nc(-c3ccccn3)nc3ccccc23)c1	43*	7	-3	14	25	1	-291	18
Cc1ccc(C)c(S(=O)(=O)NCC(c2ccc3c(c2)CCN3C)N2CCCC2)c1 (stereo unspecified)	.	-8	-3	-4	-17	-3	-4	0
CNC(=O)N1CCCn2c(nc3ccccc32)C1Cc1ccccc1 (stereo unspecified)	0	0	-1	-2	-3	-4	-15	-1
O=C(NC1CCCCC1)c1ccc(C23CC4CC(CC(C4)C2)C3)o1	7	0	3	9	10	2	16	1
COc1cc2c(cc1CN1CCC3(CCCNC3=O)CC1)CCCC2	3	-5	-1	1	5	0	0	0

Some of these compounds in order of formula weight, low to high:
SMILES	USP17 inh	USP28 inh	OTUD3 block	USP7 block	USP30 block	UCHL1 inh	USP8 inh	USP10 inh
CSc1ccc([N+](=O)[O-])cc1-c1ccn[nH]1	-18	-2	1	-13	-7	-2	2	4
O=C(NC1CCCCC1)c1ccc(C23CC4CC(CC(C4)C2)C3)o1	7	0	3	9	10	2	16	1
COc1cc2c(cc1CN1CCC3(CCCNC3=O)CC1)CCCC2	3	-5	-1	1	5	0	0	0
CC(NC(=O)CCc1nc2sc3c(c2c(=O)[nH]1)CCCCC3)c1ccccc1 (stereo unspecified)	-18	-46	-29	-21	-157	-2	3	-8

The listing continues.
SMILES	USP17 inh	USP28 inh	OTUD3 block	USP7 block	USP30 block	UCHL1 inh	USP8 inh	USP10 inh
COc1ccccc1-c1nc(-c2cn(-c3ccc(F)cc3)nn2)no1	31*	13	8	20	41*	8	89*	33*
Cc1ccc(F)cc1S(=O)(=O)N1CCC(c2nc(-c3ccnnc3)no2)CC1	5	7	8	1	28	0	3	0
Cc1cc(C(=O)N2CC(C(=O)Nc3cc(Cl)ccc3C#N)C2)no1	0	1	9	-3	21	-1	-2	-2
Cc1cccc(/C=C/c2cc(C(=O)O)c3ccccc3n2)c1	-1	-9	-8	0	-34	0	-7	1
Cc1nc(C2CCCN2C(=O)c2cnn3cccnc23)cc(N(C)C)n1 (stereo unspecified)	-1	0	9	2	7	-1	3	-2
COc1ccc(CNC(=O)COc2ccccc2-c2nnc(-c3ccccc3)o2)c(OC)c1	-1	-12	-8	6	0	4	5	3
CC(C)CNc1nc2c(cc1C(=O)N(C)C)CCN(Cc1cccnc1)CC2	-30	-47	-17	-1	-98	-3	-39	-3
O=C(c1cccc(F)c1)N1CCCC1c1nccnc1-c1ncc[nH]1 (stereo unspecified)	-15	-13	-6	-2	-29	-2	-12	-8
COCCNc1cc(C)nc2c(-c3ccc(F)cc3)cnn12	-3	1	-8	-53	-9	1	1	1
FC(F)(F)c1ccc(Nc2nnnc3ccccc23)cc1	-8	-9	0	60*	-34	29	64*	47*

Further entries:
SMILES	USP17 inh	USP28 inh	OTUD3 block	USP7 block	USP30 block	UCHL1 inh	USP8 inh	USP10 inh
COc1cccc(NC(=O)C(=O)c2c(-c3ccccc3)cc3ccccn23)c1	-19	15	12	-6	8	7	-13	1
COc1ccc(-c2cc(C(=O)N3CCCC3c3cc(C)no3)no2)cc1 (stereo unspecified)	0	3	0	-3	10	2	1	0
Cc1c(-c2noc(-c3ccccn3)n2)nnn1Cc1ccccc1	4	1	0	-1	12	1	-12	1
O=C(NC1CCCc2ccccc21)c1cc2ccccn2n1 (stereo unspecified)	2	7	13	3	0	1	13	-3
O=C(c1nc(-c2cn(-c3cccc(F)c3)nn2)no1)N1CCOCC1	-7	-5	-2	-8	-1	-1	4	1
C=CC(C)(C)c1[nH]c2ccccc2c1/C=c1/[nH]c(=O)c2n(c1=O)CCC=2	-19	-4	-6	-1	-6	-1	-9	-5
Cc1ccc(Sc2ccc(C#N)cc2NC(=O)c2ccccc2C)cc1	-4	2	8	0	41*	2	6	-2
CS(=O)(=O)c1ccc2nc(N(Cc3ccccc3)C(=O)CCSc3ccccc3)sc2c1	9	0	6	12	-13	4	6	-6
O=C(Nc1ccc(N2CCOCC2)cc1)c1cc(=O)[nH]c2ccccc12	60*	9	10	7	9	6	24	8
O=C1CN(C(=O)c2ccccc2)CC(O)CN1Cc1cccc(F)c1 (stereo unspecified)	8	8	4	2	20	0	10	-1

Entries of single compounds, looked up by structure. Screens in order: USP17 inh, USP28 inh, OTUD3 block, USP7 block, USP30 block, UCHL1 inh, USP8 inh, USP10 inh
Cc1c(-c2noc(-c3ccccn3)n2)nnn1Cc1ccccc1 is listed with 4, 1, 0, -1, 12, 1, -12, 1
C=CC(C)(C)c1[nH]c2ccccc2c1/C=c1/[nH]c(=O)c2n(c1=O)CCC=2 is listed with -19, -4, -6, -1, -6, -1, -9, -5

Continuation.
SMILES	USP17 inh	USP28 inh	OTUD3 block	USP7 block	USP30 block	UCHL1 inh	USP8 inh	USP10 inh
Cc1ccc(C(=O)NCCC(=O)N2CCC3(CC2)NCCc2[nH]cnc23)cc1C	0	-1	-1	5	3	-6	0	0
O=C(Nc1ccc2c(c1)OCCO2)C1CCCN(S(=O)(=O)c2cccnc2)C1 (stereo unspecified)	-1	0	0	3	10	0	-2	0
O=C(Cc1ccc(F)cc1)NCc1cnc(C2CCCCO2)nc1 (stereo unspecified)	7	5	8	5	7	2	11	3
CCOc1ccccc1N1CCN(C(=O)c2snc(-c3ccncc3)c2N)CC1	0	5	1	-2	2	3	-1	2
Cc1ccc(CC(=O)Nc2cccn3nc(C4CCC4)nc23)cc1	-7	9	-2	1	-38	0	-1	-2
CN1[C@@H](CCC(=O)N2CCOCC2)CNC(=O)[C@@H]2[C@H]1CCN2C1CCCCC1	-43	0	-9	-2	-7	-1	3	2
Cc1cc(N2CCCC2)n2nc(CN3CCCC(C)C3)nc2n1 (stereo unspecified)	-17	1	-8	-13	-38	1	-1	0
C[C@H]1C(=O)c2c(O)cc(O)cc2O[C@@H]1c1ccc(O)cc1	17	7	24	3	20	4	3	5
FC(F)(F)c1c(-c2ccccc2)c2cc(Cl)ccc2n1CCOc1ccccc1	-3	-4	-5	5	-18	3	-1	5
CC12CCN(Cc3ccc(O)cc3)CCN1C(=O)N(Cc1ccccn1)C2=O (stereo unspecified)	-1	-3	8	2	13	2	-27	-2

The list goes on (4 carried over from the part before).
SMILES	USP17 inh	USP28 inh	OTUD3 block	USP7 block	USP30 block	UCHL1 inh	USP8 inh	USP10 inh
Cc1cc(N2CCCC2)n2nc(CN3CCCC(C)C3)nc2n1 (stereo unspecified)	-17	1	-8	-13	-38	1	-1	0
C[C@H]1C(=O)c2c(O)cc(O)cc2O[C@@H]1c1ccc(O)cc1	17	7	24	3	20	4	3	5
FC(F)(F)c1c(-c2ccccc2)c2cc(Cl)ccc2n1CCOc1ccccc1	-3	-4	-5	5	-18	3	-1	5
CC12CCN(Cc3ccc(O)cc3)CCN1C(=O)N(Cc1ccccn1)C2=O (stereo unspecified)	-1	-3	8	2	13	2	-27	-2
O=C(c1ccc(F)cc1)N1C[C@@H]2OCC(=O)N(Cc3ccncc3)[C@@H]2C1	-10	-12	-3	0	-17	-3	-8	-4
Cc1cc(Cl)ccc1OC(C)C(=O)OCC(=O)Nc1ccc2[nH]c(=O)[nH]c2c1 (stereo unspecified)	19	-13	-25	-1	-69	1	-11	-1
O=C(CSc1nc(-c2ccccc2)c2ccccc2n1)NCCc1ccccc1	31*	29	22	3	18	6	4	10
Cc1ccc(NC(=O)CSc2nnc(-c3cnccn3)n2Cc2ccco2)cc1F	12	9	10	-1	-1	5	22	-2
O=C(NCCCN1CCCCC1)c1cc(-c2cccs2)nc2ccccc12	-4	-7	-10	-19	-7	-2	-3	-5
CCN(C(=O)CSc1nnc(-c2cccc(S(=O)(=O)N3CCOCC3)c2)n1C(C)c1ccccc1)c1ccccc1 (stereo unspecified)	-6	-7	-4	-4	-2	-1	-14	-3
CCN(CC)C(=O)c1nc2c(s1)CCN(C(=O)c1cc(C)on1)CC2	-11	-9	-2	-5	-9	-2	4	1
CC(NC(=O)c1ccc2c(c1)OCO2)C(=O)N1CCN(c2ccccn2)CC1 (stereo unspecified)	1	-1	-3	2	-11	-3	-5	3
CC(C)(C)OC(=O)N1CCCCC12CNc1ccccc1C2 (stereo unspecified)	5	9	2	-3	14	4	12	5
CCN1CCN(c2ncc(C(=O)NCc3ccc4c(c3)OCO4)c(C)n2)CC1	-5	-3	-3	-3	-21	-2	3	-5

The list goes on.
SMILES	USP17 inh	USP28 inh	OTUD3 block	USP7 block	USP30 block	UCHL1 inh	USP8 inh	USP10 inh
O=C(c1cccc(Cl)c1)N1CCN(c2ccc(-c3cccnc3)nn2)CC1	1	7	6	1	9	0	11	-3
COc1cccc(CNC(=O)CCc2cn(Cc3ccc(Cl)cc3)c3ccccc23)c1	10	4	6	6	21	0	9	13
O=C(c1cc(F)ccc1F)N1CCN(Cc2nncn2C2CCCCC2)CC1	-14	16	15	2	14	2	1	-3
Cc1ccc(S(=O)(=O)N2CCc3nc(N4CCOCC4)[nH]c(=O)c3CC2)cc1C	3	9	11	3	23	2	6	6
